Screening data from PubChem BioAssay.
12-LOX inh: blocks human arachidonate 12S-lipoxygenase; Potency, µM (highest dose often 108 µM), for inactives: at the top dose activity change, negative = inhibition, usual class: inhibitors; actives 1.1% (n = 580,000); purified 12hLO, xylenol orange hydroperoxide absorbance; P18054; active = well fitted inhibition curve with a large enough effect; inconclusive = small, poorly fitted or top-dose-only effect, or another doubt; inactive = no such curve, though single readings can be large or run the other way
Target sequence (P18054 whole entry, looked up): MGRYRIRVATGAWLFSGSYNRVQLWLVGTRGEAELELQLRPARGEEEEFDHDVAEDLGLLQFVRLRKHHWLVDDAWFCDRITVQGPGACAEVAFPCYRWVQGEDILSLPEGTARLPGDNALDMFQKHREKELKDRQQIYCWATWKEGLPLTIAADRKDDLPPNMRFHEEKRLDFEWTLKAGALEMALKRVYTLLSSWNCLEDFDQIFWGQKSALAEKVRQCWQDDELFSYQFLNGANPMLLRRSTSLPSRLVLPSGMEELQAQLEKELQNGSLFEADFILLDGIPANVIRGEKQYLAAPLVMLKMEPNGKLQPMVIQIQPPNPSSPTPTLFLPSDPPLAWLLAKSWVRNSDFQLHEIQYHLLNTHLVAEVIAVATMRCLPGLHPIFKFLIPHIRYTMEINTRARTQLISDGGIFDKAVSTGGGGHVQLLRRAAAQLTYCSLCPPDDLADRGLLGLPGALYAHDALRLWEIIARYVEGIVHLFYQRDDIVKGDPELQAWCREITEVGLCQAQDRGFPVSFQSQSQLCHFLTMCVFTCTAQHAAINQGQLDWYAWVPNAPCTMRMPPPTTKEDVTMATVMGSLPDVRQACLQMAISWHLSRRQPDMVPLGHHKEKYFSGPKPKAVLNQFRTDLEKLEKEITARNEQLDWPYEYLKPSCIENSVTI
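Hydroperoxide product was detected by ferrous iron/xylenol orange as the 573 to 405 nm absorbance ratio. Arachidonic acid at 40 uM (final) was turned over for 30 min at room temperature by 150 nM human 12hLO, pH 7.0 Hepes buffer, after 15 min compound preincubation.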
Starred values were filed as active, the others as inactive; ? = inconclusive; [ ] = dose if it differs, or a comment. % is scaled to controls: 0 for no effect and ±100 for the full control effect; potency is read from the fitted curve at half-maximal effect. Not all compounds are listed (hit frequency here may not be typical).

Preview (7 entries):
SMILES | 12-LOX inh
Cc1cc(-c2csc(NC3CCCC3)n2)c(C)n1NC(=O)c1nn(C)c(=O)c2ccccc12 | ?
CC(=C/c1ccccc1)/C=C1/Cc2ccccc2C1=O | ?
O=S1(=O)N[C@@H](Cc2ccccc2)COc2cc(N3CCCCC3)ccc21 | -22%
COc1cc(C(=O)N2CCC(N3CCCCC3)CC2)cc(OC)c1C | 8%
COC(=O)CNC(=O)C(C)(C)c1ccccc1 | 26%
COCCN(C)C[C@@H]1CN(C(=O)c2ccc(=O)[nH]n2)C[C@@H]1CO | 22%
COc1ccc(C2C(C#N)=C(C)NC3=C2C(=O)CC(C)(C)C3)cc1OC (stereo not drawn) | -1%

The whole of this part (from the top)
SMILES | 12-LOX inh
Cc1cc(-c2csc(NC3CCCC3)n2)c(C)n1NC(=O)c1nn(C)c(=O)c2ccccc12 | ?
CC(=C/c1ccccc1)/C=C1/Cc2ccccc2C1=O | ?
O=S1(=O)N[C@@H](Cc2ccccc2)COc2cc(N3CCCCC3)ccc21 | -22%
COc1cc(C(=O)N2CCC(N3CCCCC3)CC2)cc(OC)c1C | 8%
COC(=O)CNC(=O)C(C)(C)c1ccccc1 | 26%
COCCN(C)C[C@@H]1CN(C(=O)c2ccc(=O)[nH]n2)C[C@@H]1CO | 22%
COc1ccc(C2C(C#N)=C(C)NC3=C2C(=O)CC(C)(C)C3)cc1OC (stereo not drawn) | -1%
NCCn1cc(C(=O)N2CCC[C@H]2c2nc(-c3ccccn3)no2)nn1 | 42%[activator]
COc1cccc(CNC(=O)[C@H]2[C@H](CO)[C@H]3Cn4c(cccc4=O)[C@@H]2N3C(=O)C2CC2)c1 | 5%
Cc1cc(=O)n(CC(=O)N2CC[C@](C)(O)C(C)(C)C2)c2ccccc12 | 11%
CN(C)c1ccc(C(=O)NCC2CCN(c3cc(-c4ccc(F)cc4)[nH]n3)CC2)cc1 | 27%
CCCC(=O)Nc1nn2c(-c3ccccc3)nnc2s1 | -9%
CN1C[C@H](O)C[C@H]1c1nnc2n1CCN(C(=O)CC1CCCCC1)CC2 | ?
Cc1n[nH]c(C)c1CCC(=O)NC1CCCc2c1[nH]c1ccc(F)cc21 (stereo not drawn) | 69%[activator]
Cc1ccc(C2NC(=O)N(CC(=O)Nc3c(C)cccc3Cl)C3=C2C(=O)OC3)cc1 (stereo not drawn) | 2%
CCN(Cc1ccncc1)Cc1ccc2c(c1)CN(C(=O)c1ccc(C#CC(C)(C)O)o1)CCO2 | 34%
COCCn1c(=O)c2c(n1Cc1ccccc1)CN(C(=O)CCc1ccccn1)CC2 | -24%[176 µM]
O=C(Nn1cnnc1)c1ccccc1Br | ?
COCC(=O)Nc1ccc([C@H]2OCC(=O)N(C3CCOCC3)[C@@H]2CO)cc1 | 10%[176 µM]
Cc1cc(C)c2ccc3nc(C)c(C)c3c2[nH]1 | -9%
O=C(c1ccc(C(F)(F)F)cc1)N1CCCC2(C1)C(=NC1CCCCC1)NC(=O)N2c1cccnc1 (stereo not drawn) | 3%[6.33 µM]
CCC(C)Cc1c(C)sc2nc(CNc3ccccc3)[nH]c(=O)c12 (stereo not drawn) | -13%
CSc1nnc(CCNC(=O)c2ccc(-c3cccc(F)c3)cc2)n1-c1ccc(F)cc1 | -3%
FC(F)(F)c1ccccc1N/N=C/c1ccc(Br)cc1 | ?
O=C(NCCSCc1cccs1)C1CCC1 | 2%
Cc1ccc(S(=O)(=O)NCC(=O)OCc2coc(-c3cccs3)n2)cc1C | -2%
CC(=O)Nc1ccc(NC(=O)C2CCN(c3ccc4nnc(C(C)C)n4n3)CC2)cc1 | 2%
COc1ccc(CN2C=C(C(=O)OCc3noc(-c4ccccc4F)n3)C(C)=NS2(=O)=O)cc1 | 4%
CCc1ccc2oc(C(=O)Nc3ccc(S(=O)(=O)N(CC)c4ccccc4)cc3)cc(=O)c2c1 | ?
CCOc1ccc(CC(=O)N2C[C@@H](N)C[C@H]2C(=O)NC(C)C)cc1 | -31%
CCn1cc(CN2CCCC(c3nc(C(C)C)no3)CCNC(=O)CC2)cn1 (stereo not drawn) | 9%
CCn1cc(-c2c(-c3ccccc3)ncn2C(CO)C(=O)O)cn1 (stereo not drawn) | 14%
CC(=O)N1CCN(c2ccc(N3CCN(Cc4ccccc4)[C@@H](C)C3)c(C)c2)[C@@H](C)C1 | ?
COc1ccc(OC)c(C(=O)CSc2nnc(Nc3c(C)cccc3C)s2)c1 | -22%
CCC1=C(C(=O)OC)C(c2ccccc2OC)N2C(CC(=O)N3CC(C)OC(C)C3)=CSC2=N1 (stereo not drawn) | 22%
COc1ccc(C(=O)NC2CCCN(c3cc(-c4ccccc4)[nH]n3)C2)cc1OC (stereo not drawn) | 104%[activator]
COCCN1CCNc2nc(CNc3ccon3)n(Cc3ccccc3)c2C1=O | 47%[activator][176 µM]
CC(=O)N1CCN(C(=O)N2CC3CC(C2)[C@H]2CCCC(=O)N2C3)CC1 (stereo partly drawn) | 62%[activator]
O=C(c1ccccc1F)N1CC(N(Cc2cccnc2)C(=O)Nc2ccccc2)C1 | 11%
CCCN1CCCC12Cc1ccccc1CN(C(=O)c1c(C)noc1C)C2 (stereo not drawn) | 1%[6.33 µM]
N#CCc1ccc(NC(=O)CNc2cccc(F)c2)cc1 | -10%
COc1ccc(-c2noc([C@@H]3CCCN3Cc3ccccc3OC)n2)cn1 | ?
CCCCCOC(=O)CCC | -1%[176 µM]
CCCNC(=O)Cc1csc2nc(C)c(-c3cc(C)n(-c4ccccc4CC)n3)c(=O)n12 | -1%
COc1ccc(NC(C)=O)cc1NC(=O)C(=O)c1c[nH]c2ccccc12 | 3%
Cc1cccc(CN2C[C@]34C=C[C@H](O3)C(C(=O)N3CCc5ncccc5C3)C4C2=O)c1 (stereo partly drawn) | 20%
COc1cc(-c2cc(C)c3c(OC)ccc(OC)c3n2)cc2c1OCCN(C(=O)C(C)c1n[nH]c(=O)c3ccccc13)C2 (stereo not drawn) | 3%
COc1ccc(C(=O)Nc2ccc3oc(-c4ccccc4)cc(=O)c3c2)cc1 | ?

3 of the entries above in order of the 12-LOX inh value, low to high.
SMILES | 12-LOX inh
CCC(C)Cc1c(C)sc2nc(CNc3ccccc3)[nH]c(=O)c12 (stereo not drawn) | -13%
CCCC(=O)Nc1nn2c(-c3ccccc3)nnc2s1 | -9%
Cc1ccc(C2NC(=O)N(CC(=O)Nc3c(C)cccc3Cl)C3=C2C(=O)OC3)cc1 (stereo not drawn) | 2%

Further entries follow.
SMILES | 12-LOX inh
COc1ccc(-n2nc3n(c2=O)CCN(C(=O)c2ccccc2F)C3)cc1 | 10%[6.33 µM]
ClC(=C\c1ccccc1)/C=N/N1CCN(Cc2ccccc2)CC1 | 1%
Cc1ccccc1C(=O)N1CCN(c2ccc(NC(=O)c3ccc(OC(C)C)cc3)cc2)CC1 | -6%
COc1ccc(NC(=O)N2C[C@@H]3C[C@H](C2)c2c(NC(=O)c4ccco4)ccc(=O)n2C3)cc1 | 37%
O=C1CCN(S(=O)(=O)c2ccccc2)CCCN(C(=O)c2ccco2)CCN1 | 41%[activator]
O=C(c1cnco1)N1C[C@@H](COc2cccnc2)[C@H](c2ccccn2)C1 | 37%[activator]
O=C1CCN(C(=O)c2cccnc2)CCCC(C(=O)N2CCN(c3ccc(F)cc3)CC2)CCN1 (stereo not drawn) | 7%
CC(C)CNc1ccnc(NCc2csc(-c3ccccc3)n2)n1 | ?
Cc1noc(C)c1[S+](=O)([O-])N1CCC(c2nnc3n2C(C(=O)O)CC3)CC1 (stereo not drawn) | ?
Cc1cccc(C(=O)NC2(C(F)(F)F)N=C(c3ccccc3)N(Cc3ccco3)C2=O)c1 (stereo not drawn) | ?
CC(C)(C)NC(=O)N1CCC2(CC1)C(=O)N(CC(=O)NCC1CCCO1)CN2c1ccccc1 (stereo not drawn) | -8%
C[S+](=O)([O-])NCCn1ccc2cc(OC3CCN(c4ncc(F)cn4)CC3)cnc21 | 8%[176 µM]
COCc1nc(CCNC(=O)CCC2CCCC2)no1 | 41%[activator]
Cc1ncoc1C(=O)N1CCCN(C(=O)C2CC2)C(c2ccccc2)CC(=O)NCC1 (stereo not drawn) | 68%[activator]
COc1cccc(-c2nc3cc(NC(=O)CC(C)C)ccc3o2)c1 | ?
O=c1c(NS(=O)(=O)c2cccc(F)c2)ccc2n1C[C@H]1C[C@@H]2CN(S(=O)(=O)c2ccccc2)C1 | 77%[activator]
OC(c1cn2cc(-c3ccccc3)nc2s1)(C(F)(F)F)C(F)(F)F | -20%
CCNc1c(NC(=O)C(C)(C)C)c(=O)oc2ccccc12 | -5%
Cc1cn2nc(C(=O)N3CCC(NC(=O)c4ccoc4)CC3)cc2c(=O)[nH]1 | 31%
COc1cccc(-c2cn3c(n2)N(C(=O)Cc2ccsc2)CCC3)c1 | -4%
COc1ccc(-c2ccccc2)cc1N1C(=O)[C@@H]2C[C@H]1CN2C(=O)C(C)(C)C | 37%
Cn1nc2n(c1=O)CCN(C(=O)c1cscn1)CC2 | 15%
O=C(Nc1ccncc1)c1ccc(COc2cc(Cl)ccc2Cl)cc1 | 26%
Cc1nn(C)c(C)c1CCN(C)C(=O)c1ccc(N2CC3CC(C2)[C@H]2CCCC(=O)N2C3)nc1 (stereo partly drawn) | 37%[activator]

Next part; it opens with the 7 that closed the last part.
SMILES | 12-LOX inh
CCNc1c(NC(=O)C(C)(C)C)c(=O)oc2ccccc12 | -5%
Cc1cn2nc(C(=O)N3CCC(NC(=O)c4ccoc4)CC3)cc2c(=O)[nH]1 | 31%
COc1cccc(-c2cn3c(n2)N(C(=O)Cc2ccsc2)CCC3)c1 | -4%
COc1ccc(-c2ccccc2)cc1N1C(=O)[C@@H]2C[C@H]1CN2C(=O)C(C)(C)C | 37%
Cn1nc2n(c1=O)CCN(C(=O)c1cscn1)CC2 | 15%
O=C(Nc1ccncc1)c1ccc(COc2cc(Cl)ccc2Cl)cc1 | 26%
Cc1nn(C)c(C)c1CCN(C)C(=O)c1ccc(N2CC3CC(C2)[C@H]2CCCC(=O)N2C3)nc1 (stereo partly drawn) | 37%[activator]
CN(C)C[C@@H]1CN(C)C[C@H]1NC(=O)c1ccccc1C(F)(F)F | 53%[activator]
CC(C)NC(=O)N1CC(C(=O)NCc2ccc3c(c2)OCO3)CC(c2ccccc2)C1 (stereo not drawn) | ?
CC(=O)NC1=NN(C(C)=O)C2(S1)C(=O)N(Cc1ccccc1)c1c(C)cccc12 (stereo not drawn) | 20%
COc1ccc(NC(C)C(=O)N(C)Cc2cccc(F)c2)c(OC)c1 (stereo not drawn) | -9%
COc1ccc(C(=O)Nc2ccc(-c3noc([C@@H]4CCCN4CC4CCCCC4)n3)cn2)cc1 | -14%
COCc1nc(C2CC(NC(=O)c3cc(-c4ccsc4)n[nH]3)C2)cc(=O)[nH]1 (stereo not drawn) | 99%[activator]
C=CCNC(=O)c1cc(-c2ccc(OCC)cc2)nc2ccccc12 | 31%[activator]
Cc1nn2c(c1-c1ccccc1Oc1ccccc1)N(Cc1cccc(O)c1)CCC2 | ?
COc1ccc(C(=O)N2C[C@@H](Oc3cccnc3)C[C@H]2C(N)=O)c(OC)n1 | 1%
O=C(NCc1nc(-c2cccs2)no1)c1ccc(Oc2cccnc2)cc1 | 28%
CC(C)c1cccc(NC(=O)Cn2nc3n(c2=O)CCCCC3)c1 | 49%[activator]
C=CCCC(CN1CCCC1)Oc1ccc(C(=O)N2CCOCC2)cn1 (stereo not drawn) | 64%[activator]
CS(=O)(=O)c1ccc(OCCOc2ccc(F)cc2)cc1 | 7%
CC(=O)N1CCC(C2CCN(S(=O)(=O)c3ccc(Cl)cc3C)C2)CC1 (stereo not drawn) | ?
COc1cc(C(=O)N2CCCN(c3cc(-c4ccc(F)cc4)[nH]n3)CC2)cc(OC)c1OC | 57%[activator]
COc1cccc([S+](=O)([O-])N2CCn3ncc(C(=O)N4CCOCC4)c3C2)c1 | 31%[activator]
CN1C(=O)C2(CCN(C(=O)c3ccc4c(c3)OCO4)C2)c2ccccc21 (stereo not drawn) | -9%
O=Cc1ccccc1OCc1ccccc1 | 4%
O=C(c1ccccn1)N1CCCC2(CC(c3cccnc3)=NO2)C1 (stereo not drawn) | 1%[6.33 µM]
COc1ccccc1CNC(=O)C12CCC(=O)N1CCS2 (stereo not drawn) | 25%
O=C(c1cccc(F)c1)N1CCCC(c2nc(C3CCOCC3)no2)C1 (stereo not drawn) | 46%[activator]
CN(C)CC(=O)Nc1ccc2n(c1=O)C[C@H]1C[C@@H]2CN(C(=O)c2ccc3ccccc3c2)C1 | 75%[activator]
O=C(O)c1cc2ccc(OCCc3ccccc3)cc2[nH]1 | 0%
CCOCC(=O)N1CCC2(CCC(=O)N(CC3CC3)CC2)CC1 | 30%
O=C(NCCc1ccncc1)C1CN(Cc2ccncc2)CC12CCOCC2 (stereo not drawn) | 25%
CO[C@H]1C(=O)N(C2CCN(C(=O)c3cnc(C)cn3)CC2)[C@H]1c1ccncc1 | 22%
COc1cccc(/C=C(/C#N)c2ccc(Br)cc2)c1 | 0%
COc1cccc(C(=O)Nc2cccc3cccnc23)c1 | 14%
Cc1ccc(C2=[N+]([O-])C(C)(C)C(c3ccc(C)cc3)=[N+]([O-])C2(C)C)cc1 | -41%
Cn1c(-c2ccsc2)cc2c(Nc3ccc(Oc4ccccc4)cc3)nccc21 | -27%
O=C(CCCc1c[nH]c2ccccc12)N1CCc2nc3cc[nH]n3c(=O)c2C1 | 28%
CSCC(=O)N1C[C@@H](NC(=O)Nc2ccc(F)cc2F)C[C@H]1C(=O)N[C@H](Cc1c[nH]c2ccccc12)C(N)=O | 49%[activator]
Cc1cc(C)cc(C(=O)C(C#N)C(=O)NC2CCCCC2)c1 (stereo not drawn) | ?
O=C1NC(Cc2ccc(O)cc2)c2nc3ccc(Br)cc3c(=O)n2-c2ccc(Cl)cc21 (stereo not drawn) | -5%
O=C(c1cc(F)ccc1Cl)N1CCC(n2cc(-c3nc(-c4ccccc4)no3)nn2)C1 (stereo not drawn) | -4%
